HDAC3 inhib: inhibitors of human histone deacetylase 3 | O15379 | recombinant HDAC3, fluorogenic peptide/trypsin coupled, fluorescence | inhibition, % at 8.3 µM | hit rate 0.15% among 320,000 | AID 2718; in the data active = inhibition above about 26%, passing the limit was not always enough; inconclusive = no clear call, values can overlap the other calls
GSK3beta inhib: blocks human GSK3beta kinase activity | hit rate 0.038% among 300,000 | GST-GSK3beta kinase, ADP-Glo luminescence, 60 min; hits give low values | AID 2097 | activity score (negative = inhibition), % at 10 µM;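 active = more than half of replicate wells score below -50%, meaning over 50% inhibition versus plate controls; inconclusive = some replicates but at most half score below -50%; inactive = no replicate scores below -50%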;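 also: 0% = median DMSO wells and -100% = median GW8510 positive control wells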
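Test system: GST-tagged human GSK3beta kinase, cell-free; evaluation: activity score scaled between in-plate DMSO and GW8510 controls; measured by: ADP-Glo luminescence; incubation: 60 min reaction, RT; benchmarks: DMSO and 20 µM GW8510; reagent: peptide substrate plus 25 µM ATP (final); medium: Tris/MgCl2 kinase buffer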
Dyrk1A ADPGlo: inhibitors of rat Dyrk1A kinase | ADP-Glo luminescence, NFATc1 peptide | inhibition, % at 12.5 µM | hit rate 0.43% among 310,000; in the data active = inhibition above about 50%;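 also: plate controls were vehicle with enzyme for no effect and no enzyme for full effect; many of its hits are not listed in these tables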
KCNQ1 act: human KCNQ1 channel potentiation or activation | P51787 | CHO-K1 KCNQ1, thallium flux FluxOR fluorescence; hits give high values | B-score at 10 µM | hit rate 0.35% among 310,000 | AID 2648;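 active = fluorescence ratio B-score, a plate-corrected score, at least three library SD, with initial intensity B-score within 5 SD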
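Medium – assay buffer, equal DMSO in all wells · Material – CHO-K1 cell line with stable KCNQ1 potassium channel expression · Signal – kinetic FluxOR thallium fluorescence, 10-s 1-Hz baseline, 110-s post-stimulus read · Compound – single concentration per compound, DMSO matched to controls · Schedule – 37 °C overnight plating, 90-min dark dye load, 20-min compound pretreatment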
hERG protect: hERG (human) protection from proarrhythmic block; hit rate 0.51% among 310,000; AID 1511; activation (rescue from dofetilide block), less the hit threshold, % at 10 µM; CHO-hERG, FluxOR thallium flux, dofetilide IC70 present;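 active = activation above the mean of controls blocked by dofetilide plus 5 SD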;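 also: thallium influx through hERG after potassium depolarization seen as dye fluorescence rise; in these data hits start at about 4.7%; inactives centre near -7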
Target sequence (Q12809 whole entry, looked up): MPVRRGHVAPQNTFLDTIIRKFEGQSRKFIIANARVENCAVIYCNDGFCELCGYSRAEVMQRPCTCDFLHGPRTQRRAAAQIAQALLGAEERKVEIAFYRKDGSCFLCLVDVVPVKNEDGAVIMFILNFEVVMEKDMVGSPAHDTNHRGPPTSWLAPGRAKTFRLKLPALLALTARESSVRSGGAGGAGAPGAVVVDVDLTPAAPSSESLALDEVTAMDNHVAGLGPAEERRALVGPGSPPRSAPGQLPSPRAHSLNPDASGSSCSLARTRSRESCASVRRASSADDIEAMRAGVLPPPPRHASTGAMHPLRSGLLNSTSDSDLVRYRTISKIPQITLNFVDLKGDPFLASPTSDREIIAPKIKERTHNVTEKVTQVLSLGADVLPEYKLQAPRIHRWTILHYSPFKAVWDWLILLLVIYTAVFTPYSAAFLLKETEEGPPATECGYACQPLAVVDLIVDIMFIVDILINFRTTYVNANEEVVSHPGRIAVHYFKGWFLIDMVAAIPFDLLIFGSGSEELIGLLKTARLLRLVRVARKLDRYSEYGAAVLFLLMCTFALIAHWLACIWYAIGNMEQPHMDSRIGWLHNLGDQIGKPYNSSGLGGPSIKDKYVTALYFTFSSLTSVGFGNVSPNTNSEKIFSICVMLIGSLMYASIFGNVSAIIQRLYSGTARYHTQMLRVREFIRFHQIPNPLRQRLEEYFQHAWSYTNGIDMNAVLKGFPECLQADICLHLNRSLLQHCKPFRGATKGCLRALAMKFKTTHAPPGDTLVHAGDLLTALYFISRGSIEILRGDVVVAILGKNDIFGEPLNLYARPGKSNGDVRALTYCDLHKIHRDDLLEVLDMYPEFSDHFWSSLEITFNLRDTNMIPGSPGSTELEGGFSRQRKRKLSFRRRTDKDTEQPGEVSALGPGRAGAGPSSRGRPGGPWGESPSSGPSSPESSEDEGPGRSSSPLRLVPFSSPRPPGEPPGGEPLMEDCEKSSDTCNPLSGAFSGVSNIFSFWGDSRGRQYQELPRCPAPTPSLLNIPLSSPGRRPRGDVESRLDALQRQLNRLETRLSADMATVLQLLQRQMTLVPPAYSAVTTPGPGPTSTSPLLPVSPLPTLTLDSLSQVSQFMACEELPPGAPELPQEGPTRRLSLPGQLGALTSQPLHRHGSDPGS
GSK3 alpha inh: human GSK-3 alpha kinase inhibition; inhibition, % at 10 µM; P49840; ADP-Glo luminescence, 60 min; hit rate 0.1% among 320,000;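 in the data active = inhibition above about 50%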;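 also: GST-tagged GSK-3 alpha with peptide substrate and 25 µM ATP; 0% = DMSO neutral wells and 100% = GW8510 positive control wells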
KCNK3 inh: human KCNK3 channel inhibition, primary screen | O14649 | hit rate 0.84% among 340,000 | CHO-KCNK3 thallium flux, FluxOR fluorescence; hits give low values | B-score at 10 µM;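 active = B-score under library mean minus 4 SD, starting fluorescence ratio at most library mean plus 5 SD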;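 also: more negative B-score means stronger inhibition of thallium flux through KCNK3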
KCNQ1 block: blocks the human KCNQ1 potassium channel; P51787; CHO-K1 KCNQ1, FluxOR thallium flux fluorescence; hits give high values; B-score at 10 µM; hit rate 1.3% among 310,000; AID 2642;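 active = compounds whose thallium flux B-score, printed positive for inhibition, exceeds three library SD while starting fluorescence stays within three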;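 also: channel opened by potassium depolarization with thallium stimulus after 20 min compound exposure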
KCNK9 block: human KCNK9 channel inhibition; HEK293 KCNK9, FluxOR thallium flux fluorescence; hits give low values; B-score at 10 µM; hit rate 1.2% among 310,000; AID 488922;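 active = ratio B-score over 3 SD below the library mean, with starting fluorescence within 5 SD of its mean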;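 also: negative B-score means less thallium flux so channel inhibition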
RGS4 act: potentiators or activators of RGS4. HEK293 M3R/inducible RGS4, carbachol calcium flux Fluo4; hits give low values. B-score at 10 µM. hit rate 0.92% among 310,000;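 active = B-score of the integrated calcium signal more than 4 SD below the library mean, with starting fluorescence not abnormally high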;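 also: negative B-score means reduced calcium response which marks RGS4 activation or potentiation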
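Detection: kinetic calcium fluorescence imaging with Fluo4-AM dye, 2 µM / Material: HEK293 cells with stable M3R and inducible RGS4 / Schedule: recording 10 s baseline at 1 Hz, 100 s post-agonist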
PolyA inh: yeast polyadenylation inhibition; hit rate 0.02% among 300,000; S. cerevisiae SKY197-pL101 polyadenylation reporter, beta-gal luminescence; efflux-impaired pdr1/pdr3 knockout yeast; score 100 = 6 SD above DMSO; calls only at 12 µM;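 active = lowest replicate activity score at least 50, where 100 means six control SD above control mean; inconclusive = lowest score under 50 but half or more replicates reach 50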;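 also: yeast exposed to compound for 9 h at 30 °C; higher score means more reporter readthrough which indicates perturbed polyadenylation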
An asterisk follows results filed as active; i = inactive; ? = inconclusive; . = not tested or not shown. The list is partial (hit frequency here may not be typical).

canonical_smiles	KCNQ1 block	hERG protect	Dyrk1A ADPGlo	PolyA inh	HDAC3 inhib	KCNK3 inh	RGS4 act	GSK3 alpha inh	KCNQ1 act	GSK3beta inhib	KCNK9 block
CC1Cc2ccccc2N1C(=O)CSc1nnc(Cn2nnc3ccccc32)n1C (stereo unspecified)	i	-11	-2	i	?	i	i	-3	i	0	i
Cc1ccc(C(C)C)c(OCc2nnc(SCC(=O)Nc3ncc(C)s3)n2C)c1	i	-6	-5	i	0	i	i	0	i	2	i
CC1=C(C(N)=O)C(c2ccccn2)n2nc(SCc3ccccc3)nc2N1 (stereo unspecified)	i	-10	1	i	1	i	i	-1	i	-1	i
CCOC(=O)C1CCN(c2c(C(=O)c3ccccc3)cnc3ccc(CC)cc23)CC1	7*	-7	9	i	.	-12*	-7.7*	0	i	4	-11*
COc1ccc(N2CCN(C(=O)c3cc(=O)c4cc(C)ccc4o3)CC2)cc1	i	-3	-1	i	-1	i	i	1	i	-1	i
CN1CCN(C(=O)c2cc(C(C)(C)C)cc(C(C)(C)C)c2)CC1	i	1	-1	i	1	i	i	-1	i	1	i
O=C(CSc1nc2ccccc2s1)Nn1cnnc1	i	-8	5	i	-5	i	i	-2	i	3	i
Cc1[nH]n(-c2ccccc2)c(=O)c1C(c1cccc([N+](=O)[O-])c1O)c1c(C)[nH]n(-c2ccccc2)c1=O	i	-9	-2	i	2	i	i	-3	i	6	i
CCOc1ccccc1C(=O)Nc1nncs1	i	-4	0	i	-8	i	i	-2	i	3	i
N/C(=N\OC(=O)CN1C(=O)c2ccccc2C1=O)c1ccc(Cl)cc1	i	-6	-3	i	-7	i	i	-3	i	0	i
O=C(NCc1ccccn1)c1cccc(NS(=O)(=O)c2cccc(Cl)c2)c1	i	-8	1	i	-1	i	i	0	i	4	i
CCCn1c(=O)[nH]c(=O)c2c1nc(-c1ccc(OC(F)F)cc1)n2CCN1CCOCC1	i	-11	-1	i	0	i	i	1	i	-1	i
CCOC(=O)C1(Cc2cccc(Cl)c2)CCCN(C(=O)CCNC(C)=O)C1 (stereo unspecified)	i	-9	1	i	7	i	i	4	i	5	i
COC(=O)Oc1ccc(/C=N/NS(=O)(=O)c2ccccc2)cc1OC	i	-10	1	i	-2	i	i	-4	i	-1	i
CCCSc1nnc(NC(=O)CCc2ccccc2)s1	i	-5	0	i	?	i	i	1	i	2	i

In another format: entries from further up
Every second line gives: KCNQ1 block, hERG protect, Dyrk1A ADPGlo, PolyA inh, HDAC3 inhib, KCNK3 inh, RGS4 act, GSK3 alpha inh, KCNQ1 act, GSK3beta inhib, KCNK9 block
- O=C(CSc1nc2ccccc2s1)Nn1cnnc1
 : i, -8, 5, i, -5, i, i, -2, i, 3, i
- O=C(NCc1ccccn1)c1cccc(NS(=O)(=O)c2cccc(Cl)c2)c1
 : i, -8, 1, i, -1, i, i, 0, i, 4, i

Other records:
canonical_smiles	KCNQ1 block	hERG protect	Dyrk1A ADPGlo	PolyA inh	HDAC3 inhib	KCNK3 inh	RGS4 act	GSK3 alpha inh	KCNQ1 act	GSK3beta inhib	KCNK9 block
CN(C)S(=O)(=O)c1cccc(C(=O)NCCNC(=O)c2cccc(S(=O)(=O)N(C)C)c2)c1	i	-5	5	i	3	i	i	-1	i	-7	i
CN(C)C(=O)c1cc(C(=O)c2ccccc2Br)c[nH]1	i	-8	1	i	-1	i	i	1	i	-2	i
COc1cc(/C=C2\SC(=Nc3ccc(O)cc3)NC2=O)cc(OC)c1O	i	-7	-4	i	4	i	i	6	i	2	i
O=C(COc1ccc(Cl)cc1)Nc1cc(NC(=O)COc2ccc(Cl)cc2)cc(C(=O)O)c1	i	-12	7	i	6	i	i	-4	i	1	i
COC(=O)c1c(NC(=O)COC(=O)[C@@H](NS(=O)(=O)c2cccc(Cl)c2)C(C)C)sc2c1CCC2	i	-8	1	i	-2	i	i	-1	i	1	i
CS(=O)(=O)Nc1ccc(C2=NN(C(=O)c3ccco3)C(c3ccccc3F)C2)cc1 (stereo unspecified)	i	-14	1	i	.	i	i	-2	i	3	i
COc1ccc(OC)c(Cc2nnc(CCC(=O)N3CCN(C4CCCC4)CC3)o2)c1	i	-5	2	i	-1	i	i	3	i	6	i
CC1CC(C)CN(S(=O)(=O)c2cc(C(=O)O)c(Cl)s2)C1 (stereo unspecified)	i	-6	-7	i	-6	i	i	-4	i	-1	i
O=S(=O)(NCC1COc2ccccc2O1)c1ccc2ccccc2c1 (stereo unspecified)	i	-7	-2	i	-4	i	i	-3	i	-1	i
COc1ccc(C(=O)Nc2ccc(-n3nncc3C(C)(C)C)cc2)cc1	i	4	6	i	3	i	i	0	i	3	i
Fc1ccc(-c2ccc(NCCN3CCOCC3)nn2)cc1	i	-5	-3	i	1	i	i	-2	i	1	i
Cc1cccc(OCC(O)CN2CCN(S(=O)(=O)c3ccc(C)cc3C)CC2)c1 (stereo unspecified)	i	-12	-2	i	5	i	i	1	i	-2	i
O=C(NC1CC2CCCC(C1)N2C(=O)Nc1ccccc1F)C1CC1 (stereo unspecified)	i	-7	-1	i	3	i	i	-1	i	-1	i
CCC1C(C#N)=C(SCC(N)=O)NC2=C1C(=O)CC(C)(C)C2 (stereo unspecified)	i	-10	.	i	4	i	i	6	i	-3	i
COc1ccc(-c2nn(-c3ccccc3)cc2/C=C/C(=O)N2CCN(c3ccccn3)CC2)cc1	6*	-33	.	i	20	i	i	0	i	-4	i
CCCCC(=O)N/N=C/c1ccc(-c2ccc([N+](=O)[O-])cc2)o1	i	-17	1	i	-5	i	i	-1	i	1	i
O=C(CNC(=O)c1ccc(F)cc1)N/N=C/c1cc(Br)ccc1OCc1ccccc1	i	-2	1	i	8	i	i	4	i	-2	i
COc1cc(OC)c(S(=O)(=O)Nc2ccccc2NC(=O)CN2CCOCC2)cc1NC(C)=O	i	4	3	i	-3	i	i	0	i	-4	i
Cc1cccc(N2CC(C(=O)Nc3ccc(S(=O)(=O)N4CCOCC4)cc3)CC2=O)c1 (stereo unspecified)	i	-5	-1	i	7	i	i	-3	i	3	i
N#Cc1sc2nc(-c3ccccc3)cc(-c3ccco3)c2c1N	i	-6	4	i	3	i	i	1	i	2	i
CC1=C(C(=O)NC2CCCc3c2cnn3-c2ccc(F)cc2F)OCCO1 (stereo unspecified)	i	-10	-3	i	11	i	i	-2	i	6	i
O=C(Nc1nnc(C2CC2)s1)c1ccccn1	i	-7	3	i	9	i	i	-2	i	1	i
O=C(Cc1cccs1)Nc1ccc(NC(=O)c2ccco2)cc1	i	-11	1	i	-2	i	i	-2	i	1	i
CC1(C)CC(=O)c2cc(C(=O)N3CCCC(C)(C)C3)c(=O)n(-c3ccccc3)c2C1	i	-8	3	i	2	i	i	0	i	1	i
O=C(Nc1cccc([N+](=O)[O-])c1)c1cccc(C(=O)Nc2cccc([N+](=O)[O-])c2)c1	i	-5	6	i	0	i	i	-1	i	0	i
O=C1C(=O)c2ccccc2C(O)=C1CCCCl	i	-3	0	i	6	i	i	6	i	1	i
CCOC(=O)c1cnc2c(C)c(Cl)ccc2c1NCCCN1CCOCC1	i	-4	7	i	6	i	i	3	i	2	i
N/C(CC(=O)Nc1ccc(F)cc1)=N\O	i	-6	-4	i	7	i	i	-1	i	2	i
COc1ccc(NC(=O)CN2C(=O)c3cccc4cccc2c34)cc1OC	i	-7	-1	i	-4	i	i	1	i	0	i
Cn1c(SCC(=O)NNC(=O)Cc2ccccc2)nnc1-c1ccc(Cl)cc1	i	-14	1	i	-2	i	i	-2	i	0	i
COc1ccccc1-c1nnc(NC(=O)c2ccc(S(=O)(=O)N3CCCC3)cc2)o1	i	-9	12	i	1	i	i	1	i	0	i
CCOc1ccc(CCNC(=O)CCc2c(C)nc3ncnn3c2C)cc1OCC	i	-13	-1	i	4	i	i	0	i	-5	i
Fc1ccc(/C=N/NC(=S)NCCc2ccccc2)cc1F	i	-3	2	i	-11	i	i	1	i	0	i
CCNCCOC(c1ccccc1)c1ccccc1	i	-5	2	i	-2	i	i	0	i	1	i
CC(=O)Nc1nc(-c2ccc3c(c2)CCN3S(C)(=O)=O)cs1	i	-8	-1	i	1	i	i	8	i	2	i
CCC(c1nnc(SCC(=O)Nc2ccc(C(C)=O)cc2)n1C1CCCCC1)N(C)C (stereo unspecified)	i	-12	2	i	1	i	i	.	i	2	i
CN1CCN(CC(=O)N2c3ccccc3C(C)(c3ccccc3)CC2(C)C)CC1 (stereo unspecified)	i	-7	10	i	1	i	i	-4	i	2	i
CC(C)c1ccc(C2C(C#N)=C(N)Oc3c2oc(CO)cc3=O)cc1 (stereo unspecified)	i	-16	-5	i	5	i	i	-1	i	1	i
O=C(NC1CCCCC1)n1c(=O)oc2ccc(Cl)cc21	i	-9	3	i	-2	i	i	1	i	-2	i
O=C(Nc1nnc(SCC(=O)N2CCCC2)s1)C1CC(=O)N(c2ccc(F)cc2)C1 (stereo unspecified)	i	-6	-7	i	0	i	i	1	i	0	i
Cc1cccc(N2CCN(C(=O)CNC(=O)c3cccc([N+](=O)[O-])c3)CC2)c1C	i	12*	0	i	6	i	i	-3	i	-1	i
COc1ccc(CC(=O)OCC(=O)Nc2ccc(N3CCOCC3)cc2)cc1	i	-6	-10	i	6	i	i	-1	i	4	i
Cc1cc(C)cc(Nc2nc(-c3ccc(S(=O)(=O)N4CCCC4)cc3)cs2)c1	i	-5	.	i	3	i	i	-2	i	-3	i
O=C(O)CN1C(=O)S/C(=C\c2ccc3c(c2)OCO3)C1=O	i	-11	.	i	-2	i	i	0	i	3	i
CCOc1ccccc1NC(=O)N1CCC(NC(=O)c2cccc(C)c2)CC1	i	-12	-3	i	2	i	i	-2	i	2	i
COc1ccc(S(=O)(=O)N2CCOCC2)cc1NC(=O)CN(C)Cc1c(F)cccc1Cl	i	-7	-5	i	2	i	i	-2	i	1	i
O=C(CSc1cccc[n+]1[O-])c1cc2ccccc2o1	i	-2	6	i	13	i	i	0	i	1	i
CCOC(=O)Cn1cnc([N+](=O)[O-])n1	i	-10	-2	i	.	i	i	.	i	0	i
CCCc1ccc(OCC(O)CN2CCCC2)cc1 (stereo unspecified)	i	-2	7	i	1	i	i	-4	i	4	i

Source: PubChem BioAssay
